CHT allo act – CHT positive allosteric modulators, primary screen, cell-based, membrane potential dye, choline EC20; High affinity choline transporter 1 (Homo sapiens), Q9GZV3; CHT-expressing cells; active compounds read high; LV-AA mutant CHT in HEK293 cells; B-score at 10 µM; hit rate 0.49% among 310,000; AID 488977, 2010;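 active = initial fluorescence not abnormally high and integrated response B-score, plate-corrected, over 3 SD above library mean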
Target sequence (Q9GZV3 whole entry, looked up): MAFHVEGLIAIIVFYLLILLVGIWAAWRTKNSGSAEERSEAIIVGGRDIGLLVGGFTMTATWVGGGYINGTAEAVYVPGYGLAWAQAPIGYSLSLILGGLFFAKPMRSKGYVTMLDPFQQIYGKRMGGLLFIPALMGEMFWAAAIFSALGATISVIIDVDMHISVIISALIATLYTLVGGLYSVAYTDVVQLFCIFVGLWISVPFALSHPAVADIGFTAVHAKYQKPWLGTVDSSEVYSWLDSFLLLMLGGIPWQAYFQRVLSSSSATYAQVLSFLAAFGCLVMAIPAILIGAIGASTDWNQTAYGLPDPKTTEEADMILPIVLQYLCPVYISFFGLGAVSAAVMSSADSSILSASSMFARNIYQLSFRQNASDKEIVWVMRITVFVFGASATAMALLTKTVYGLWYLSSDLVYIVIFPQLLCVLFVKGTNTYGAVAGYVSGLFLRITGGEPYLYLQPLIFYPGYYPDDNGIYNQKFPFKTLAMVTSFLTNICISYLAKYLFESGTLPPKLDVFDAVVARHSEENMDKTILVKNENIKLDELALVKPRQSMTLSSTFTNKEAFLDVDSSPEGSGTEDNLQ
OX1R antag-1 – OX1R (HCRTR1) antagonists, primary screen, fluorescence, CHO/OX1R cells, Fluo-8 calcium, orexin A | inhibition, % at 5 µM | Orexin/Hypocretin receptor type 1 (Homo sapiens), O43613 | hit rate 0.43% among 330,000 | Fluo-8 calcium fluorescence | AID 434989, 2010;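 active = inhibition above its plate's threshold, mean inhibition of all tested compounds on the plate plus 3 SD, cut at about 37% in these data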;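 also: 0% = orexin A challenge wells and 100% = SB-334867-A antagonist wells; not every result past the cut was called active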
Target sequence (O43613 whole entry, looked up): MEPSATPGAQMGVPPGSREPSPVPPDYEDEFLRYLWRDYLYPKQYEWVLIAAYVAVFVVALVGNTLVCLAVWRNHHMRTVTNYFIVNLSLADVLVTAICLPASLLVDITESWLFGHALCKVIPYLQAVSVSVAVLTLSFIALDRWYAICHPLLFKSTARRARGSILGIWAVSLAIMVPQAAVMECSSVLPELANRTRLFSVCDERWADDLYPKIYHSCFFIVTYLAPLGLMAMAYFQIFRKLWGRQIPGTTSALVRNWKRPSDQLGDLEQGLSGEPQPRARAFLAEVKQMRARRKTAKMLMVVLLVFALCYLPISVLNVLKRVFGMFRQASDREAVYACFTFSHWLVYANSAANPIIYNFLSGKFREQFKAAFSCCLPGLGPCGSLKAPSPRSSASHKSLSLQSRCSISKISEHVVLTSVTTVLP
OX1R antag-2 – antagonists of human orexin 1 receptor (OX1R); inhibition, % at 6.6 µM; AID 485270, 2010; OX1R-expressing cells, FRET antagonist read-out; hit rate 1.8% among 330,000; Orexin/Hypocretin receptor type 1 (Homo sapiens), O43613; in the data active = inhibition mostly above about 38%, no sharp cut-off; inactive = mostly below about 40%;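 also: 0% = agonist challenge alone and 100% = reference antagonist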
* hit, by the source's call; i = inactive; · = no result given.

SMILES	CHT allo act	OX1R antag-1	OX1R antag-2
CC(CCC(=O)O)C1CCC2C3CCC4C[C@H](O)CCC4(C)C3CC(=O)C12C (some centres undefined)	i	0	24
Cc1ccccc1-c1nnc(SCCOc2ccc3c(C)cc(=O)oc3c2)o1	i	-30	-2
Cc1cc(C)nc(-n2nc(C)cc2Nc2ccccc2)n1	i	-16	29
CCCOC(=O)c1ccc(NC(=O)C2CCCO2)cc1 (centres undefined)	i	-6	8
O=C(Nc1cccc(Cl)c1Cl)c1cc(S(=O)(=O)NCCc2ccccc2)ccc1F	i	-24	9
CCOC(=O)c1ccc(-n2[nH]c(-c3ccccc3)cc2=O)cc1	i	1	6
O=C(COC(=O)Cn1cnc2ccccc21)Nc1cccc(S(=O)(=O)N2CCOCC2)c1	i	-20	18
CN(C)c1ccc([N+](=O)[O-])cc1C(=O)O	i	-5	52
COc1ccc2c(CCNC(=O)c3ccco3)c[nH]c2c1	i	-2	17
Cc1ccc(NCc2nnc(SCCN3CCCCC3)n2CC2CCCO2)cc1Cl (centres undefined)	i	-32	20
CC(=O)N(C)c1ccc(NC(=O)C(F)(F)F)cc1	i	4	-5
Clc1ccc(COc2ccccn2)cc1Cl	i	-11	19
Cc1ccc(F)cc1CNC(=O)C1CCC(=O)N(C2CC2)C1 (centres undefined)	i	-4	2
Cn1c(/C=C/c2ccc(Cl)cc2Cl)c([N+](=O)[O-])c(=O)n(C)c1=O	i	-12	-7
COC(=O)c1ccc(NC(=S)NC2CCCCC2C)cc1 (centres undefined)	i	5	22
Cc1ccc(C(=O)N/N=C/c2c[nH]c3ccccc23)o1	i	-6	10
Cc1ccccc1S(=O)(=O)Nc1nc2ccccc2nc1N1CCOCC1	i	-12	16
C=C(C)C1CC=C(C)/C(=N/NC(=O)CNc2ccc(OCC)cc2)C1 (centres undefined)	i	-32	3
O=C(Nc1cccnc1)c1ccc2c(c1)OCO2	i	-7	3
CCC1(c2ccc(F)cc2)NC(=O)N(CC(=O)N2CCN(C(=O)c3ccco3)CC2)C1=O (centres undefined)	·	15	9
O=C(OCc1nc2scc(-c3ccccc3)c2c(=O)[nH]1)c1cc([N+](=O)[O-])ccc1Cl	i	15	21
CCOC(=O)c1cnc(SC)nc1N1CCCC1	i	2	1
COc1ccccc1N1CCN(C(=O)Nc2ccc([N+](=O)[O-])cc2)CC1	i	-2	5
O=C(NC(C(=O)N/N=C/c1cccc2ccccc12)c1n[nH]c(=O)c2ccccc12)c1ccccc1 (centres undefined)	i	-15	32
COc1cccc(N2C(C(C)=O)=NN(c3ccccc3)C2c2ccc(N3CCOCC3)cc2)c1 (centres undefined)	i	-28	16
COc1cc(/C=N/NC(=O)c2ccncc2)ccc1Oc1ccc([N+](=O)[O-])cn1	i	-16	38
CC(C(=O)Nc1ccc2c(c1)OCCO2)N1CCN(C(=O)c2ccco2)CC1 (centres undefined)	i	-12	21
O=C1CC(=C2c3ccccc3-c3ccccc32)C(=O)N1CCN1CCN(c2cccc(Cl)c2)CC1	i	-7	11
CN(C)c1ccc(-c2nnc(-c3cccs3)o2)cc1	i	7	84*
c1ccc(-c2ccc(C3=Nn4c(Cn5nnc6ccccc65)nnc4SC3)cc2)cc1	i	-15	20

Results in CHT allo act, for 2 of the compounds above:
| molecule | CHT allo act |
| --- | --- |
| CCCOC(=O)c1ccc(NC(=O)C2CCCO2)cc1 (centres undefined) | i |
| O=C(Nc1cccc(Cl)c1Cl)c1cc(S(=O)(=O)NCCc2ccccc2)ccc1F | i |

New compounds follow
SMILES	CHT allo act	OX1R antag-1	OX1R antag-2
Cc1nnc(SCC(=O)n2c3c(c4ccccc42)CCCC3)s1	i	-17	9
COc1ccc(NC(=O)CSc2ccccn2)cc1	i	-2	11
COc1ccc2c(c1)CCc1c(C(=O)N3CCc4ccccc4C3)noc1-2	i	-21	23
CCC(O)(CC)C(=O)N/N=C/c1cc(Br)cc(Br)c1O	i	-16	20
CN(CC(=O)Nc1ccc(N2CCOCC2)cc1)CC(=O)Nc1ccc([N+](=O)[O-])cc1Br	i	-15	18
COc1ccc(NC(=O)c2sccc2C)c([N+](=O)[O-])c1	i	5	67
CCCNC(=O)c1cc(-c2ccc(Br)cc2)on1	i	2	0
CCOC(=O)C1(C)Oc2ccccc2C(C(=O)OC)=C1C(=O)OC (centres undefined)	·	-28	7
COCc1cc(C)n(CC(=O)Nc2cccc(C)c2)c(=O)c1C#N	i	-6	11
COc1ccc(C2=CC3=C(Br)C(=O)C(C)(OC(=O)c4ccc(Cl)nc4)C(=O)C3=CO2)cc1 (centres undefined)	i	-8	12
CSc1nc(C)cc(OCCNS(=O)(=O)c2ccc(C)cc2)n1	i	13	39*
Cc1cccc(Cl)c1OCCN1CCCC1	i	1	10
COC(=O)c1ccc(COC(=O)c2cnccn2)cc1	i	-10	-3
Cn1nc(C(C)(C)C)c([N+](=O)[O-])c1C(=O)NCCO	i	11	7
COc1ccccc1NC(=O)c1ccc2c(c1)N(CC#N)C(=O)C(C)(C)O2	i	-46	7

Single records, as listed above. Order of values: CHT allo act | OX1R antag-1 | OX1R antag-2
Cc1cccc(Cl)c1OCCN1CCCC1 in the list: i | 1 | 10
Cc1nnc(SCC(=O)n2c3c(c4ccccc42)CCCC3)s1 in the list: i | -17 | 9

Continued.
SMILES	CHT allo act	OX1R antag-1	OX1R antag-2
CC(C)(C)c1ccc(OCC(=O)N2CCCCCC2)c(Br)c1	i	7	12
Cc1ccc(N(CC(=O)N2CC(=O)Nc3ccccc32)S(=O)(=O)c2ccc3c(c2)OCCO3)cc1	i	-21	2
Cc1[nH]n(-c2ccccc2)c(=O)c1/C=N/O	i	-10	1
CC(=O)Nc1ccc(NC(=O)C(c2ccccc2)c2ccccc2)cc1	i	-8	-8
CS(=O)(=O)N1c2ccccc2[C@]2(Br)C[C@H]3C(=O)N[C@@H](Cc4ccccc4)C(=O)N3[C@H]12	i	-22	10
Cc1occc1C(=O)NCc1cccs1	i	-8	7
Cc1oc(-c2ccccc2)cc1C(=O)Nc1ccc(N(C)C)cc1	i	-9	12
CC1CCN(c2ccc3c(c2)S(=O)(=O)c2ccccc2C3=O)CC1	i	-26	29
Cc1nnc(SCC(=O)N2CCN(C(=O)c3ccco3)CC2)n1C	·	-7	4
O=c1c2[nH]c3ccccc3c2ncn1Cc1ccco1	i	-9	0
COc1ccccc1OCC(=O)Nc1cccc(-c2nc3ccccc3o2)c1	i	-29	31
O=C(COC(=O)c1ccc2c(c1)C(=O)N(c1cccc3ncccc13)C2=O)c1ccc(Cl)cc1	i	6	7
O=C(Cc1cccs1)N(c1ccc(Cl)cc1)C1C=CS(=O)(=O)C1 (centres undefined)	i	-10	7
Cc1ccc(-c2nc3ncccc3o2)cc1NC(=O)c1ccco1	i	-23	4
COC(=O)c1ccc(CSc2nnc(-c3c[nH]c4ccccc34)n2C)o1	i	3	-3
c1ccc(-c2cc(N3CCCCC3)c3ccccc3n2)cc1	i	-29	8
Cc1ccc(NC(=O)CSc2nc(=O)n(Cc3ccncc3)c3c2CCC3)c(C)c1	i	-22	8
CN(CC(=O)Nc1nc2ccccc2s1)S(=O)(=O)c1ccccc1	i	-11	37
Nc1nc(COC(=O)C2CC(=O)N(CCc3ccccc3)C2)nc(Nc2ccccc2)n1 (centres undefined)	·	-14	-3
Clc1ccc(OCc2nn3c(-c4ccncc4)nnc3s2)cc1	i	-13	12
COc1ccc(NC(=O)CSc2ccc(-c3ccco3)nn2)cc1	i	-9	1
O=c1[nH]c(Cc2ccccc2)nc2ccccc12	i	-1	26
CC1=C(c2ccc(Cl)cc2)[N+](=O)C(C)(C)N1[O-]	i	-14	7
COc1ccc(NC(=O)CN(C)C(=O)CN2C(=O)c3ccc([N+](=O)[O-])cc3C2=O)cc1	i	0	61*
NNC(=O)CNC(=O)c1ccccc1F	i	12	16
Cc1ccccc1NC(=O)CN1CCC(NC(=O)Nc2ccccc2)CC1	i	-26	-3
N#Cc1ccsc1NC(=O)CN(Cc1ccccc1)Cc1ccccc1	i	-37	13
Cc1ccc(N2CCN(S(=O)(=O)N(C)C)CC2)c(C)c1	i	-23	-4
CC1CCN(C(=O)c2[nH]cnc2C(=O)Nc2ccccc2)CC1	·	16	6
Fc1cccc(Cl)c1C1Nc2cccc3cccc(c23)N1	i	-14	10
O=C(Nc1cccnc1)c1ccc(COc2ccccc2Br)o1	i	-16	22
CCN(CC)C(=O)CSc1nnc(-c2ccccn2)n1-c1ccc(C)c(C)c1	i	-36	4
CCOC(=O)CSc1nc2sc(C)c(C)c2c(=O)n1C	i	-18	17
COc1cc(C2N(c3ccccc3)CCN2c2ccccc2)ccc1OC(C)=O	i	-34	9
COCCn1c(SCC(=O)NC2CCCC2)nnc1C(C)C	i	-5	6
O=C(Nc1cccc(-c2cnc3ccccc3n2)c1)c1ccncc1	i	-20	12
COc1ccc(NS(=O)(=O)c2cccc(C(=O)NCc3ccco3)c2)cc1	i	-10	8
NS(=O)(=O)c1ccc(CCNC(=O)COC(=O)c2cc([N+](=O)[O-])ccc2N2CCOCC2)cc1	i	6	36
CCN1CCCc2cc(CN(CCN3CCOCC3)C(=S)Nc3ccc(OC)c(OC)c3)ccc21	i	-39	32
Cc1cc(N=Cc2c(O)n(-c3ccc4c(c3)OCO4)c(=O)c3ccccc23)ccn1	i	-29	18
O=C1NC(c2ccccc2)=CC(c2ccccc2)N1 (centres undefined)	i	-14	4
CCOc1c(Br)cc(CNc2ncn[nH]2)cc1OC	i	-9	23
CC1=NN(C(N)=S)C(=O)C1N=Nc1ccc(S(N)(=O)=O)cc1 (centres undefined)	i	-10	17
CCOC(=O)c1nnn(-c2nonc2-n2cccc2)c1CN1CCOCC1	i	-8	12
CCc1ccc(NS(=O)(=O)c2c(C(=O)N3CCCCCC3)c(C)n(C)c2C)cc1	i	-13	11

Retrieved by compound from the list above, 4 records:
SMILES	CHT allo act	OX1R antag-1	OX1R antag-2
CC1=NN(C(N)=S)C(=O)C1N=Nc1ccc(S(N)(=O)=O)cc1 (centres undefined)	i	-10	17
O=C(Nc1cccc(-c2cnc3ccccc3n2)c1)c1ccncc1	i	-20	12
CCOC(=O)CSc1nc2sc(C)c(C)c2c(=O)n1C	i	-18	17
COCCn1c(SCC(=O)NC2CCCC2)nnc1C(C)C	i	-5	6

Remaining list, next part
SMILES	CHT allo act	OX1R antag-1	OX1R antag-2
CCOC(=O)c1sc(NC(=O)c2ccc(=O)[nH]c2)nc1C	i	-23	23
CN(C)S(=O)(=O)c1cccc(NC(=S)NCCc2ccccn2)c1	i	-5	0
Cc1ccc(NC(=O)c2cc(=O)c3ccccc3o2)cc1S(=O)(=O)N1CCCCC1	i	-18	36
COC(=O)[C@@]1(Cc2ccc(OC)cc2)[C@H]2c3cc(C(=O)N(C)C)n(CCc4ccc(OC)c(Br)c4)c3C[C@H]2CN1C(=O)c1ccccc1	i	-32	-6
O=C1CCN(N=Nc2cccc(Cl)c2)N1	i	-35	15
CCOC(=O)C1=C(CN2CCCCC2)NC(=O)NC1c1cc(C)ccc1C (centres undefined)	i	-13	13
CCc1ccccc1NC(=O)CN(C)Cc1c(O)ccc2ccccc12	i	-9	7
COCCN(C(=O)CCCc1nc2ccccc2s1)c1c(N)n(CC(C)C)c(=O)[nH]c1=O	·	-13	0
CC(C)(C)OC(=O)N1CC=C2C(C#N)=C(N)C(C#N)(C#N)C(c3cccs3)C2C1 (centres undefined)	i	-36	7
Cc1ccc(S(=O)(=O)N(C)C)cc1N	i	-18	9
COc1ccc(CCNC(=O)COC(=O)c2cc(Cl)nc(Cl)c2)cc1	·	-14	-1
CCn1c(O)c(C=Nc2ccccc2)oc1=S	i	-23	22
CCc1cccc(NC(=O)COC(=O)/C=C/c2cccs2)c1	i	-36	14
O=C(O)c1cccc(Oc2ncnc3sc4c(c23)CCCC4)c1	i	0	9
COC(=O)c1c(C(=O)OC)c(-c2ccc(OC)cc2)n2c1CS(=O)(=O)C2	i	-28	14
CCOC(=O)C1=C(C)N(CC(C)C)C(=O)C1	i	-14	3
COc1ccc(/C=N/c2oc(C)c(C)c2C#N)c(OC)c1	i	7	28
CCN1CCN(c2cc(C)c3cc(NC(=S)N4CCN(c5ccccc5)CC4)ccc3n2)CC1	i	-6	7
CCc1ccc(-n2c(SCC(=O)Nc3cccc(S(=O)(=O)NC4=NCCCCC4)c3)nc3ccccc3c2=O)cc1	i	-5	16
C=C1CCN(c2ccc(C(=O)O)cc2[N+](=O)[O-])CC1	i	-15	70*
Cc1ccc2c(c1)N(C)/C(=C/c1cccc[n+]1CCO)S2	i	-9	16
COc1cc(CN2CCN(C(c3ccccc3)c3ccccc3)CC2)cc(OC)c1OC	i	-32	5
Cc1ccc(NC(=O)C2(N(CC(C)C)C(=O)Cn3nnnc3N)CCCCC2)cc1	i	-6	14
CCN(C(=O)CN1C(=O)S/C(=C\c2ccc(F)cc2)C1=O)C1CCS(=O)(=O)C1 (centres undefined)	i	-20	41*
CCN(Cc1cc(=O)n2ccsc2n1)c1cccc2ccccc12	i	-6	29
CSc1cccc(NC(=O)C2CCN(S(C)(=O)=O)CC2)c1	i	-2	8
COc1ccc2oc(C(=O)OCC(=O)Nc3ccc(N4CCOCC4)cc3)c(C)c2c1	i	-3	15
Cc1c(Cc2ccccc2)c(=O)oc2c(C)c(OCC(=O)Nc3ccc(C#N)cc3)ccc12	i	-7	7
O=C(CN1CCN(c2ccc(F)cc2)CC1)Nc1nccs1	i	-12	-5
CCOc1ccccc1C(=O)NC(C)c1ccc2c(c1)OCO2 (centres undefined)	i	-22	16

The order is random; 2.5% or so of the library scored in one or more.
